Compound activity as filed in PubChem.
MT1-MMP txn act: MT1-MMP promoter reporter activation – cell-based, luciferase luminescence, primary screen. HT1080 MT1-MMP promoter luciferase reporter, overnight; stronger effect = higher value. activation factor at 10 µM. 0.16% of 86,000 active. AID 750, 2007;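 active means activation factor of at least 2 for MT1-MMP transcription at 10 µM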
PLAP act: PLAP enzyme activators, biochemical, luminescence, HTS | 1.2% of 96,000 active | activation fold at 20 µM | purified PLAP enzyme, luminescent substrate read-out; stronger effect = higher value | AID 696, 2007 | Alkaline phosphatase, placental type (Homo sapiens), P05187; in the data active means activation fold above about 2
Target sequence (P05187 whole entry, looked up): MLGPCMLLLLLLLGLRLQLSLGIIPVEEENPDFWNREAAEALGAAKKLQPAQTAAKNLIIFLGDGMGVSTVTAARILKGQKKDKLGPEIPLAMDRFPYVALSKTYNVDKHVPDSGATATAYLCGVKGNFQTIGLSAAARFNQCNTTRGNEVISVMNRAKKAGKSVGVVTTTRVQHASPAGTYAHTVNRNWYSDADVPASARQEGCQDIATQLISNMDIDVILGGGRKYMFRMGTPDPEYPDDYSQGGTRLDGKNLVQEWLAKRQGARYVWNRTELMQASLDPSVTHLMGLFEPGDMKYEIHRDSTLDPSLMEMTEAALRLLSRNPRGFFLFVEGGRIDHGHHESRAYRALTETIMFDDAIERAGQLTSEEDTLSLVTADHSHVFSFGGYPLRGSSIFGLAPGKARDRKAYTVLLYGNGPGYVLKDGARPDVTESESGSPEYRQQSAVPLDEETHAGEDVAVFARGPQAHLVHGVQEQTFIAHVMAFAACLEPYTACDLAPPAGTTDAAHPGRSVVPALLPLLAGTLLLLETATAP
* hit, by the source's call. A portion of the library; count on the stated rates, not on these rows.

MT1-MMP txn act,PLAP act,Compound
1,1.3,COc1ccc(C(=O)N2CCCC2)cc1S(=O)(=O)N1CCC(C)CC1
1.1,1.3,COc1nnc(-c2ccc(C(=O)N3C[C@@H]4C[C@H](C3)c3cccc(=O)n3C4)cc2)c2ccccc12
1.2,1.7,COc1ccc(N2C(=O)CCC(C(=O)NCCN3CCOCC3)C2c2ccc(OC)c(OC)c2)cc1 (configuration not stated)
1,0.8,O=C(NCCOC(=O)c1ccc(S(=O)(=O)N2CCOCC2)cc1)c1cccnc1
1.1,1.1,O=C(CCS(=O)(=O)c1ccc(Cl)cc1)Oc1ccc2c(c1)OCO2
1,0.9,CCc1c(C)nc(N)n2c(SCC(=O)N3CCN(c4ccccc4F)CC3)nnc12
1.2,1.1,CCOc1ccccc1N1CCN(Cc2ccc(OC)c(OC)c2)CC1
1.2,1.2,Cc1cc(C)n(C(=O)c2ccc(C)c(S(=O)(=O)N3CCOCC3)c2)n1
1,0.9,COc1ccc(-c2ccc(-c3nnc(-c4ccncc4)o3)cc2)cc1
1,0.8,CC(C)NS(=O)(=O)c1ccc(CCC(=O)NCc2cccnc2)cc1
1.1,1.5,Cc1ccc(C)c(NC(=O)c2ccc3c(c2)N(Cc2ccc(F)cc2)C(=O)CS3=O)c1 (configuration not stated)
1.1,1,COc1ccc(CCNC(=O)CCn2c(=O)oc3ccccc32)cc1OC
1.1,0.8,Cc1c(C(=O)N2CCOCC2)sc2ncn(CC(=O)N3CCC(C)CC3)c(=O)c12
1.1,1.2,Cc1nc2sccn2c1P(c1c(C)nc2sccn12)c1c(C)nc2sccn12
1.1,1,Cc1occc1C(=O)Nc1nnc(-c2ccncc2)s1
1.1,0.9,O=C(Nc1ccc2nn(-c3ccccc3)nc2c1)c1ccc(Br)o1
1.1,1.4,COc1ccc(C(C)=O)cc1COC(=O)c1cccc(N(C)C)c1
1.1,1.2,CC1Cc2nc(SCC(=O)N3CCCC3)n(C)c(=O)c2S1 (configuration not stated)
1,1.1,O=S(=O)(c1ccc(OCC(O)CNCc2ccco2)c(Cl)c1)N1CCOCC1 (configuration not stated)
1.1,1.1,CCOc1ccc2[nH]c(=O)c(CN(CC3COCCO3)C(=O)c3ccco3)cc2c1 (configuration not stated)
0.9,0.9,CCOC(=O)c1nnn(-c2nonc2N)c1CNc1ccccc1
1,1,CCCn1nnnc1SCC(=O)N(C(C)C)C(C)C
1.1,1,Cc1cccc(NC(=O)C2CCN(S(=O)(=O)c3c(C)nn(C)c3C)CC2)n1
1.1,1.2,CCN(C(=O)CCS(=O)(=O)c1ccc(Br)cc1)c1ccc2c(c1)OCO2
1.1,1,COC(C(=O)Nc1cccc(F)c1)c1ccccc1 (configuration not stated)
1.1,1.1,CCN(CC)CCN1C(=O)C(O)=C(C(C)=O)C1c1ccccc1 (configuration not stated)
1.2,1.4,COC(=O)C1=C(C)NC(=O)CC1c1cc2c(cc1Br)OCO2 (configuration not stated)
1.3,1,Cc1nc(NCC2CCCO2)c2nnn(Cc3ccccc3Cl)c2n1 (configuration not stated)
1.2,1.3,COc1ccc(N2C(=O)CC(NCc3cccc(F)c3)C2=O)cc1 (configuration not stated)
1.2,0.9,CN(Cc1ccccc1)C(=O)COC(=O)c1ccc2c(c1)OCO2
1.2,0.9,CCOC(=O)c1c(C)[nH]c2cc(Br)c(O)cc12
1.1,1.2,CCOc1ccccc1NC(=O)N1CCCC1C(=O)Nc1ccc(-n2cnnn2)c(C)c1 (configuration not stated)
1.3,1.1,Cc1nn2c3c(cnc2c1-c1ccc(Cl)cc1)C(=O)CC(c1ccco1)C3 (configuration not stated)
1.1,1,Cc1cc(C(=O)NCc2cccnc2)no1
1.1,1.2,O=C(CCCN1C(=O)CSc2ncccc21)N1CCN(c2cccc(C(F)(F)F)c2)CC1
1.1,1.5,CCOC(=O)c1c(NC(=O)CSc2nc3c(c(=O)n(C)c(=O)n3C)n2CC)sc(C)c1C
1.5,1,O=C(O)CCC(C(=O)O)n1c(O)c(C2=c3ccccc3=NC2=O)sc1=S (configuration not stated)
1,1.4,COC(=O)c1nc2n(n1)C(c1ccc(OC)c(OC)c1OC)C1=C(CCCC1=O)N2 (configuration not stated)
1.1,1.5,CCCCNC(=O)c1cc2c(=O)n3cccc(C)c3nc2n(CCN2CCOCC2)c1=N
1.1,1.3,Fc1ccc(-c2nnc3ccc(N4CCCC4)nn23)cc1

Some of these compounds in order of formula weight, smallest number first:
MT1-MMP txn act,PLAP act,Compound
1.1,1,Cc1cc(C(=O)NCc2cccnc2)no1
1.1,1.3,Fc1ccc(-c2nnc3ccc(N4CCCC4)nn23)cc1
1.3,1.1,Cc1nn2c3c(cnc2c1-c1ccc(Cl)cc1)C(=O)CC(c1ccco1)C3 (configuration not stated)
1.1,1.5,CCCCNC(=O)c1cc2c(=O)n3cccc(C)c3nc2n(CCN2CCOCC2)c1=N
1.1,1.5,CCOC(=O)c1c(NC(=O)CSc2nc3c(c(=O)n(C)c(=O)n3C)n2CC)sc(C)c1C

The results go on.
MT1-MMP txn act,PLAP act,Compound
1.2,2.2*,CCOC(=O)CCCCC(=O)c1[nH]c(=O)[nH]c1CSc1nc(C)cc(=O)[nH]1
1,1.6,CCN(CC)S(=O)(=O)c1ccc2c(c1)c(=O)c(C(=O)N1CCc3ccccc3C1)cn2C
1.1,1.5,O=c1c2ccccc2sc2nc(C3CCCCC3)n(Cc3ccco3)c(=O)c12
1.1,1.2,Cc1cc(-c2ccco2)n(-c2ccccc2)n1
1.3,1.1,Cc1ccsc1C(=O)OC1CCOC1=O (configuration not stated)
1.1,1,Cc1nc2nc(CSc3nnc(C)s3)cc(=O)n2[nH]1
1.2,0.9,COc1ccc(C(=O)O)cc1S(=O)(=O)Nc1cccc(C(F)(F)F)c1
1.1,1.1,CCCN1Cc2cccc(C(=O)NCCCOC(C)C)c2C1=O
1.4,1.1,Cc1oc(-c2ccccc2Cl)cc1-c1nn2c(-c3ccco3)nnc2s1
1,0.9,CCOc1ccc2[nH]c(C)c(CN(C)C)c(=O)c2c1
1.3,1,COc1ccc(-c2nc(CS(=O)(=O)CC(=O)Nc3ccc(Cl)cc3)c(C)o2)cc1
1.1,1,CCOC(=O)c1ncn2c1C(=O)OC2(C)C
1.1,1,COc1ccccc1CNC(=O)Cn1cc2c(n1)CCCC2
1.1,1,CC(C)OC(=O)c1c(NC(=O)CCn2nnc3ccccc32)sc2c1CCCC2
0.9,0.9,COc1ccccc1-n1nc(C(=O)Nc2ccc3c(c2)OCO3)c2ccccc2c1=O
1.2,1,O=C(CN(C(=O)CCC(=O)Nc1nccs1)c1ccc2c(c1)OCCO2)NCc1ccco1
1.3,0.8,O=C(Nc1cccc(NC(=O)c2nccc3ccccc23)c1)c1ccco1
1.2,1.1,Cc1ccc(O)c(NC(=O)CCCC(=O)O)c1
1.1,1.4,CCCCc1cc(=O)oc2cc(OCC(=O)N(CC)CC)c(Cl)cc12
0.8,1.2,CCOC(=O)c1sc(NC(=O)c2ccc3ncsc3c2)nc1C
1.1,1,CCOC(=O)c1ccc2c(c1)NC(=O)C(N1CCN(c3ccc(OC)cc3)CC1)S2 (configuration not stated)
1.5,1.2,Clc1ccccc1-c1nnc2sc(-c3cccs3)nn12
1.1,0.8,CC(C)Cn1cnc2c(N)nc3ccccc3c21
1.2,1.1,CCS(=O)(=O)N1CCN(Cc2nc3ccccc3c(=O)[nH]2)CC1
1.2,1.4,Cc1ccc2[nH]c3nc(SCCN4CCOCC4)nnc3c2c1
0.9,1.4,CCn1c(SC(C)C(=O)O)nc2sc3c(c2c1=O)CCC3 (configuration not stated)
1.2,1,C=CCSc1nc(N)c2c(C)c(C)sc2n1
1.1,1.4,COc1ccc(-c2c(C)oc3c(CN4CCN(C)CC4)c(O)ccc3c2=O)cc1
1,0.8,COc1ccc(OC)c(CNC(=O)C2CCN(C(=O)N(C)C)CC2)c1
1.1,1,CCn1c(=O)c(C(=O)Nc2cnccn2)c(O)c2ccccc21
1.1,1.1,NS(=O)(=O)c1ccc(NC=C2C(=O)OC3(CCCCC3)OC2=O)cc1
1.1,1.2,CCOC(=O)c1c(C)c(C(=O)N(C)C2CCCCC2)c(C)n1C
1.1,0.9,CCC1Oc2ccccc2N(CC(=O)NCCN2C(C)CCCC2C)C1=O (configuration not stated)
1.3,1.1,CC(C)N(c1ccccc1)c1ccc(NC(=O)C2CCCO2)cc1 (configuration not stated)
0.9,1.5,CCN(CC)C(=O)CSc1nc2ccccc2c(=O)n1CC1CCCCC1
1.7,1.3,O=C(NCCN1CCOCC1)c1noc2c1CCc1ccccc1-2
1,1,O=C(Nc1ccc(NC(=O)C2CC2)nc1)c1cccnc1
1.1,0.8,CC(C)CCNC(=O)C1CCCN(S(=O)(=O)c2ccc(F)cc2)C1 (configuration not stated)
1.2,1.1,COC(=O)c1ccc(C(=O)OC)c(NC(=O)CN2CCN(c3ccccc3)CC2)c1
1,1.1,CCOC(=O)c1oc2cc(O)c(CC)cc2c(=O)c1-c1ccc2c(c1)OCCO2

Grouped by structure: the entries above containing a COOH group.
MT1-MMP txn act,PLAP act,Compound
1.5,1,O=C(O)CCC(C(=O)O)n1c(O)c(C2=c3ccccc3=NC2=O)sc1=S (configuration not stated)
1.2,0.9,COc1ccc(C(=O)O)cc1S(=O)(=O)Nc1cccc(C(F)(F)F)c1
1.2,1.1,Cc1ccc(O)c(NC(=O)CCCC(=O)O)c1
0.9,1.4,CCn1c(SC(C)C(=O)O)nc2sc3c(c2c1=O)CCC3 (configuration not stated)

Remaining list, next part
MT1-MMP txn act,PLAP act,Compound
1.1,1.4,COc1cc(OC)cc(-n2c3nc4ccccc4nc3c3c(=O)n(CC4CCCO4)cnc32)c1 (configuration not stated)
1.1,1.3,CC(=O)N1CCCc2cc(S(=O)(=O)NCc3ccc(C)cc3)ccc21
1.1,1,CCc1cc(=O)oc2cc(OCC(=O)N3CCc4ccccc43)ccc12
1,1.8,COc1ccc(C2CC(C(F)(F)F)n3nc(C(=O)NCc4c(C)nn(C)c4C)c(Cl)c3N2)cc1 (configuration not stated)
1.1,1.1,CC(=O)Oc1ccc(N2C(=O)C3C(C2=O)C2(C)C=CC3(C)O2)cc1 (configuration not stated)
1.3,1.4,Cc1nn(-c2ccc(Cl)cc2)c(N)c1C(O)(CSc1nccn1C)C(F)(F)F (configuration not stated)
0.9,0.8,O=C(CCS(=O)(=O)c1cccc2nonc12)NCCc1ccccc1Cl
1.2,1.3,Cc1nn2c(-c3ccccc3)c(-c3ccccc3)nc2[nH]c1=O
1.2,1,COc1cccc(NC(=O)c2nnn(Cc3ccc(Br)cc3F)c2N)c1
1.1,1.1,CCN(CC)CCNC(=O)Cc1c(C(=O)O)n(CC)c2ccccc12
1,1.2,CC(Oc1ccccc1)C(=O)OCC(=O)NC(=O)NCc1ccco1 (configuration not stated)
1.1,1.2,COC(=O)c1c(O)ccc(Oc2ccccc2)c1C(=O)OC
1,0.9,O=C(C(Cc1ccccc1)n1cccc1)N1CCc2ccccc21 (configuration not stated)
1.2,1,COc1ccc(/C(O)=C2\C(=O)C(=O)N(CCCN(C)C)C2c2ccccc2F)cc1Cl (configuration not stated)
1.3,0.9,O=C(O)c1cccn2c(=O)c3ccccc3nc12
1,1.6,CCOc1ccc(CC(=O)N2CCN(c3ccc(N4CCOCC4)nn3)CC2)cc1OCC
1.2,1.3,COc1cc(C2Nc3cccc4cccc(c34)N2)cc(OC)c1OC(C)=O
1.1,0.8,COc1ccc(CNc2nc3c(c(C(F)(F)F)n2)CCCCC3)cc1
1,0.9,CC(C#N)Sc1nc2ccccc2c(=O)n1-c1ccccc1 (configuration not stated)
1.2,1.9,COc1ccccc1-c1nnc(SCC(=O)Nc2ccc(Cl)cc2Cl)o1
1.2,0.8,O=S(CCc1ccncc1)Cc1ccccc1 (configuration not stated)
1.3,1,C=CCOC(=O)C(C#N)c1nc2ccccc2nc1N1CCC(C(=O)OCC)CC1 (configuration not stated)
1.3,1,CCN1C(=O)c2ccccc2S(=O)c2ccc(C(=O)NCc3ccccn3)cc21 (configuration not stated)
1.1,1.2,CCN(CC)S(=O)(=O)c1cccc(C(=O)Nc2ccccc2C(=O)N2CCOCC2)c1
1,1,CSc1nc(-c2ccco2)nn1S(=O)(=O)c1ccc(C)cc1
1.1,1.7,CCc1c(C)nc(N)n2c(SCC(=O)N3CCN(c4ccccc4OC)CC3)nnc12
1.1,1.7,COc1ccc(-c2cc(C(=O)N3CCN(Cc4ccccc4)CC3)no2)cc1OC
0.9,1.2,c1cnc(N2CCN(c3ncnc4c3oc3ccccc34)CC2)nc1
1.2,0.9,O=C1C2C3C=CC(C3)C2C(=O)N1CNc1ccc(O)cc1 (configuration not stated)
1.2,1,C=CCn1c(NCCO)nc2sc3c(c2c1=O)CCC3
1.1,1.3,CCC(C)(C(=O)NC1CCCC1)N(C(=O)CNC(C)=O)c1ccccc1 (configuration not stated)
0.7,0.9,N#Cc1c(NC(=O)CSc2nc3ccccc3c(=O)n2Cc2ccco2)sc2c1CCCC2
1.2,0.9,COc1ccc(S(=O)(=O)N2CC(C)N(S(=O)(=O)c3ccc(OC)cc3)CC2C)cc1 (configuration not stated)
1.2,1.1,O=c1[nH]c(-c2ccccc2O)nc2c1CCCC2
1.1,0.9,O=S(=O)(NCc1ccccc1Cl)c1cnc[nH]1
